Source: PubChem (National Center for Advancing Translational Sciences (NCATS))
SNCA expr inh: reduces expression of the alpha-synuclein gene; HEK-293 SNCA-luciferase knock-in, luminescence, 24 h; Potency, µM (series often up to 57.2 µM), for inactives: at the highest dose activity change, negative = inhibition, most hits filed as inhibitors; AID 1671194; 140,000 tested, 0.17% active;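 further: potency means the concentration at half of the fitted maximal effect; plate controls were DMSO cells for no effect and cell-free wells for full effect; nearly all actives have a fitted effect of over 45% in size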
HEK cytotox: HEK 293 cell cytotoxicity. HEK 293 viability, ATP luminescence (CellTiter-Glo), 48-72 h. Potency, µM (highest dose often 115 µM), inactives show at the top dose activity change, negative = cytotoxicity, hits mostly inhibitors. 94,000 tested, 6.6% active. AID 1345083; further: potency means the concentration at half of the fitted maximal effect; nearly all actives have a fitted effect of over 60% in size
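Cytotoxicity was scored by loss of ATP-coupled luminescence (CellTiter-Glo) in HEK 293 cells. Compound treatment ran 48 or 72 hr at 37 degree Celsius, 5% CO2, 95% humidity.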
GPT2 inh: GPT2 alanine aminotransferase inhibition | Q8TD30 | AID 1671188 | Recombinant GPT2, coupled pyruvate oxidase/HRP Amplex Red fluorescence | 100,000 tested, 0.25% active | Potency, µM (highest dose often 57.7 µM), without a hit: at the top dose activity change, negative = inhibition, usual class: inhibitors; further: potency means the concentration at half of the fitted maximal effect; nearly all actives have a fitted effect of over 60% in size; many of its hits are not listed in these tables
Target sequence (Q8TD30 whole entry, looked up): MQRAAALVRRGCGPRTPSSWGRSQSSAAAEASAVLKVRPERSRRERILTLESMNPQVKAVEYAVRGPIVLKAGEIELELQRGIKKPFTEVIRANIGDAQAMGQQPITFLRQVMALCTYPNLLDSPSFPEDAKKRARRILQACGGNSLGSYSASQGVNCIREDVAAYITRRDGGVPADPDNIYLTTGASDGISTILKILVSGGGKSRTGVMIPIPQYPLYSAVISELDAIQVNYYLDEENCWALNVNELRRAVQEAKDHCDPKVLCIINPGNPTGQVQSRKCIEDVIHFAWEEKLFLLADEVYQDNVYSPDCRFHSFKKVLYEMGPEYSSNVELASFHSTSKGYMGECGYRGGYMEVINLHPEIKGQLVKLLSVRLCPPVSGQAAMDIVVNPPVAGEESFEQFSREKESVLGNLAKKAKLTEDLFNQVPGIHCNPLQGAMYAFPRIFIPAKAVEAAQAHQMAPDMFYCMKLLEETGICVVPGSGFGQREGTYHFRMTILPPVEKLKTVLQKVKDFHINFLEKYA
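Recombinant GPT2 (10ng/uL) with 250uM a-KG and 2mM L-alanine, 30 min at room temperature, in HEPES pH 7.5 buffer. Pyruvate detected by pyruvate oxidase/HRP/Amplex Red fluorescence after 30 min in the dark; AOA (50uM) as positive control.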
Luciferase inh: Photinus pyralis luciferase inhibition; P08659; purified P. pyralis luciferase, luminescence, biochemical; Potency, µM (series often up to 115 µM), for inactives: top-dose activity change, negative = inhibition, actives largely listed as inhibitors; 76,000 tested, 2.5% active; further: potency means the concentration at half of the fitted maximal effect; nearly all actives have a fitted effect of over 65% in size
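Luminescence read by CCD imaging after purified firefly luciferase (10nM final) was added to substrate buffer holding 10uM D-luciferin and 10uM ATP, pH 7.5, pre-dosed with compound.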
IP6K1 inh: blocks human inositol hexakisphosphate kinase 1; activity change, % (series mostly up to about 58 µM); IP6K1 kinase, ADP-Glo luminescence, 2 h; active compounds read low; 140,000 tested, 0.81% active; in the data active means activity change below about -25%
Target sequence (Q92551 whole entry, looked up): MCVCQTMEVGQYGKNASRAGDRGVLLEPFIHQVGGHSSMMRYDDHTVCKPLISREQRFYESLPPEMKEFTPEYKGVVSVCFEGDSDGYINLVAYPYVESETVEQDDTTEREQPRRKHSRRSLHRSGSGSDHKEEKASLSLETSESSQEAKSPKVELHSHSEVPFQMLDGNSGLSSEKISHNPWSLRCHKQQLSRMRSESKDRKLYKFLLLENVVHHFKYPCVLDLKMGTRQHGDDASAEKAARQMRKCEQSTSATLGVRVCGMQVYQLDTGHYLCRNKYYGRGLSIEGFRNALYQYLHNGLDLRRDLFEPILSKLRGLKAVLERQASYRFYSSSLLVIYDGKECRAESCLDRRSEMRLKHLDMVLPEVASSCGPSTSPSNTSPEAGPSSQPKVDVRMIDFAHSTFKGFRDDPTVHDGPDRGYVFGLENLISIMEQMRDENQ
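ADP-Glo luminescence measures ADP made by human IP6K1 during a 2 h RT reaction with ATP/IP6 (mix at 1.3 mM/130 uM); top library doses 57.5 and 19.1 uM final.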
SNCA viab count: counter-screen for SNCA expression inhibitors: cell viability; HEK-293-SNCA-luc viability, GF-AFC fluorescence, 24 h; Potency, µM (titrated, usually from 57.1 µM), without a hit: at the highest dose activity change, negative = cytotoxicity, most hits filed as cytotoxic; 150,000 tested, 0.12% active; AID 1671193;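 further: potency means the concentration at half of the fitted maximal effect; 0% = DMSO-treated cells and -100% = medium-only wells without cells; nearly all actives have a fitted effect of over 30% in size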
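HEK-293-SNCA-luc cells (1500/well) plated 24 h, then exposed 24 h to a dilution series; GF-AFC added 30 min at 37C, fluorescence 405/540 nm; normalised to medium-only and DMSO wells, Hill fit.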
NIH3T3 tox: NIH 3T3 cell cytotoxicity | NIH 3T3 viability, CellTiter-Glo ATP luminescence, 48-72 h | Potency, µM (highest dose often 96.7 µM), for the others: at the top dose activity change, negative = cytotoxicity, hits mostly inhibitors | 94,000 tested, 4.3% active | AID 1345082; further: potency means the concentration at half of the fitted maximal effect; nearly all actives have a fitted effect of over 55% in size
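Cells were seeded at 400 per well, treated with pin-transferred compound, and kept 48 or 72 hr at 37 °C before CellTiter-Glo addition and luminescence imaging of cellular ATP.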
Starred values were filed as active, the others as inactive; i = inactive; ? = inconclusive; . = not tested or not shown; & = joins results of further samples; [ ] = dose if it differs, or a comment. Unless noted, the call rests on the fitted dose curve; in most records, active means well fitted curve in the direction sought with a large enough effect; inconclusive means small, poorly fitted or top-dose-only effect, or another doubt; inactive means no such curve, though single readings can be large; an effect the other way counts as inactive or inconclusive. Unless noted, on the % scale 0 is the no-effect control and ±100 the full control effect. An excerpt. The share of hits here may be higher or lower than overall.

SMILES | SNCA expr inh | HEK cytotox | GPT2 inh | Luciferase inh | IP6K1 inh | SNCA viab count | NIH3T3 tox
CCOc1cc(=O)n2c(c1C(=O)Nc1ccccc1F)CCCC2 | 1% | 3% | i | 6% | 7 | -1% | ?
CC1=C2C3OC(=O)C(C)C3(O)CCC2(C)CCC1 (stereo not given) | . | . | 2% | . | -12 | -2% | .
COc1cccc(NC(=O)Cn2c(=O)n(CCCC(=O)NCc3ccc4c(c3)OCO4)c(=O)c3ccccc32)c1 | 0% | . | . | . | 0 | 0% | .
CC(C)C(=O)N1Cc2ccccc2CC2(CCCN(Cc3ccc(O)cc3)C2)C1 (stereo not given) | 4% | -18% | 3% | . | 3 | 5% | -1%
O=C(CCc1ccccc1)N1CC(Oc2cccc(-c3nc(-c4ccccc4)no3)c2)C1 | 21% | ? | -6% | . | -13 | 7% | ?
CC(C)(Oc1ccc(Cl)cc1)C(=O)O | 3%[25.6 µM] | . | i | . | -2 | -14%[23.9 µM] | .
CCc1cccc(C)c1NC(=O)CSc1nc2ccncc2[nH]1 | 3% | . | . | . | -14 | 2% | .
CCC(=O)NC1CCN(c2ccnc3ccnn23)CC1 | -13%[87.6 µM] | i | 4%[88.5 µM] | . | 3 | -5%[87.6 µM] | i
Cc1nc(N2CCCn3nc(CO)cc3C2)c(Cl)c(=O)[nH]1 | -4% | 1% | -3% | -4% | 16 | 9% | -3%
COCCc1noc(CC2CCOC3(CCN(Cc4cccc(OC)c4OC)CC3)C2)n1 (stereo not given) | 1% | -4% | i | 2% | -10 | -26% | 2%
COc1cccc(Nc2sc(C(=O)c3ccc(F)cc3)c(N)c2C(=O)NCc2ccc(Cl)cc2)c1 | 3% | . | . | . | 17 | -13% | .
Cc1noc(-c2cn(C3CCN(C(=O)c4cc(F)ccc4F)CC3)nn2)n1 | 7% | -4% | -5% | 4% | 24 | 2% | -11%
CC1CCN(C(c2ccc(F)cc2)c2sc3nc(-c4ccco4)nn3c2O)CC1 (stereo not given) | 4% | . | . | . | -8 | -28% | .
Nc1n[nH]c(C(=O)N2C[C@@H](C(=O)O)[C@H](C3CC3)C2)c1Cl | -14% | -19% | -20% | 2% | 0 | 0% | -11%
COc1ccc(-c2nnc3ccc(N4CCC(c5ccccc5)CC4)nn23)nc1 | 2%[87.6 µM] | ? | -2%[88.5 µM] | 7%[172 µM] | 1 | 1%[87.6 µM] | ?
Cc1cn2nc(C(=O)N3CCC(NC(=O)c4ccc(F)c(F)c4)CC3)cc2c(=O)[nH]1 | 12% | -10% | ? | -13% | -3 | 19% | -20%
O=C(Nc1cccc(-c2nc3ccccc3o2)c1)c1cccc(Br)c1 | 45%[activator] | . | . | . | 19 | -1% | .
NCC(=O)O | -6%[17 µM] | . | ? | . | 0 | -17%[12.5 µM] | .
COc1cccc(NC(=O)c2ccnc(-c3nnc4ccc(Nc5ccccc5)nn34)c2)c1 | -28% | 40µM* | -14% | 4% | -15 | ? | 35µM*
CCc1cccc(NC(=O)CNS(=O)(=O)c2ccc3nc(C)sc3c2)c1 | -4% | . | . | . | 14 | -5% | .
O=C(NC1CCN(c2cc(-c3ccc(Cl)cc3)[nH]n2)CC1)c1ccc2c(c1)OCO2 | 23% | ? | i | 6% | 0 | -2% | ?
COc1ccc(-n2nc(C3CCN(C(=O)Cc4cccc(Cl)c4)CC3)[nH]c2=O)cc1 | -26% | ? | -10% | -5% | 9 | -15% | ?
COc1ccc(NC(=O)CCn2c(=O)c3cccn3c3cccnc32)c(OC)c1 | 35%[activator] | . | . | . | 28 | -11% | .
CC(C)(O)c1cc2nc(-c3cnc(N)nc3)nc(N3CCOCC3)c2s1 | 8% | . | 0%&-1% | . | -12 | ? | .
CCC1Oc2ccc(NC(=O)Cc3cccc(OC)c3)cc2CN(Cc2ccc3c(c2)OCO3)C1=O (stereo not given) | 10% | ? | i | -6% | 3 | 10% | ?

2 consecutive records already listed, for reference:
SMILES | SNCA expr inh | HEK cytotox | GPT2 inh | Luciferase inh | IP6K1 inh | SNCA viab count | NIH3T3 tox
CC(C)(O)c1cc2nc(-c3cnc(N)nc3)nc(N3CCOCC3)c2s1 | 8% | . | 0%&-1% | . | -12 | ? | .
CCC1Oc2ccc(NC(=O)Cc3cccc(OC)c3)cc2CN(Cc2ccc3c(c2)OCO3)C1=O (stereo not given) | 10% | ? | i | -6% | 3 | 10% | ?

Carrying on:
SMILES | SNCA expr inh | HEK cytotox | GPT2 inh | Luciferase inh | IP6K1 inh | SNCA viab count | NIH3T3 tox
O=C1CCC2(CNC(=O)C3CCOCC3)CCCC=C2N1 (stereo not given) | -7% | 3% | i | 2% | -12 | 1% | -7%
CCOc1cc(OCC)c(C(=O)CCC(=O)O)cc1OCC | 34%[25.6 µM] | . | i | . | 11 | -2%[23.9 µM] | .
COc1ccc(-n2c(=O)c(C(=O)NCC3CC3)nc3cccnc32)cc1 | 10%[87.6 µM] | i | i | . | 1 | 2%[87.6 µM] | i
Cc1ccc(-c2nnc(C3CN(C(=O)c4ccccc4C)CC34CCOCC4)o2)cc1 (stereo not given) | -7% | ? | i | -6% | 14 | ? | -8%
CC(C)CN1C(=O)CO[C@H](c2ccc(NC(=O)c3ccc(C(F)(F)F)cc3)cc2)[C@H]1CO | 5% | ? | -7% | 45µM* | 3 | -14% | ?
O=C(CC1CCCC1)NC1CCCN(c2cc(N3CCCC3)ncn2)C1 (stereo not given) | 20% | ? | ? | -9% | 6 | -1% | ?
Cc1c(C(=O)N(Cc2ccc(N(C)C)cc2)CC2CCCO2)oc2ccc(Cl)cc12 (stereo not given) | 86%[activator] | . | . | . | -13 | -8% | .
c1ccc(CN2CC[C@H](c3nnc(-c4ccncc4)o3)C2)cc1 | -3%[87.6 µM] | -6%[172 µM] | -8%[88.5 µM] | -8%[172 µM] | 11 | 1%[87.6 µM] | 3%[138 µM]
CC(C)Oc1ccc(CNC(=O)c2ccc3c(c2)nc2n3CCCCC2)cc1 | 62%[activator] | . | . | . | -8 | -6% | .
COc1ccc2c(c1)OC[C@]1(O)c3cc4c(cc3O[C@H]21)OCO4 | . | . | i | . | -16 | -4% | .
CN1C(=O)[C@@H]2C[C@@H](CN2Cc2ccccc2)Oc2ccccc21 | 1%[87.6 µM] | 3%[172 µM] | 2%[88.5 µM] | 2%[172 µM] | 7 | -4%[87.6 µM] | -7%[138 µM]
CC(=O)N1CCC(Oc2ccc(Cl)cc2C(=O)N2CCN(CC3CC3)CC2)CC1 | 6% | 0% | i | 4% | 7 | 5% | 3%
COc1cccc(N2C(=O)NC(=NC3CCCCC3)C23CCCN(Cc2ccc(N(C)C)cc2)C3)c1 (stereo not given) | ? | 32µM* | i | . | -11 | ? | 28µM*
O=C(O)Cn1ccc2cc(OCc3cccc(-c4ccc(F)c(Cl)c4)c3)cnc21 | 10%[87.6 µM] | ? | i | 5%[172 µM] | -11 | 3%[87.6 µM] | -15%[138 µM]
O=C(NCc1ccc(Cl)cc1)c1nc2cccnc2n(C2CCCCC2)c1=O | -8% | ? | -3% | . | 2 | 0%[12.5 µM] | ?
COc1ccc(CN2CCc3oc(C)c(C(=O)NCc4cccnc4)c3C2)cc1 | -9% | ? | 3% | -1% | -8 | -3% | -21%
CCC(=O)N1CCc2ccc(C(=O)NC3CC3)cc21 | 3% | -5% | i | -17% | -10 | -8% | 4%
Cc1nccn1CCN(C)Cc1cc2n(n1)CCNC2 | -10% | -30% | -1% | -4% | 21 | 8% | -5%
COCCn1c(=O)c(C(=O)NCCc2ccc(Cl)cc2)nc2cccnc21 | -5% | ? | -11% | . | 20 | -11% | ?
O=C(c1cnccn1)N1CCc2[nH]nc(C(c3ccccc3)c3ccccc3)c2C1 | 8% | -12% | i | -24% | -1 | -1% | -7%
Cc1ccc(C)c(S(=O)(=O)N2CC(c3nc(Cc4ccccc4)no3)C2)c1 | -2% | ? | i | -5% | -9 | 9% | ?
CN1C(=O)CCC2(CNC(=O)Nc3ccccc3)CCC=C12 (stereo not given) | ? | i | 4% | -2% | 5 | 4% | -7%
COc1cccc(OCc2nc3c(n2Cc2ccccc2)C(=O)N(Cc2cccc(Cl)c2)CCN3)c1 | -24% | 25µM* | -25% | -6% | -19 | -23% | ?
CC1=C[C@@H](CNC(=O)c2cnccn2)[C@H](C(C)C)C[C@H]1Cc1nnc(-c2ccccc2F)o1 | -2% | 35µM* | -25% | 0% | 22 | ? | ?
CC(=O)N1CCCc2cc(S(=O)(=O)N3CCC(C(=O)Nc4c(C)cccc4C)CC3)ccc21 | -8% | . | . | . | 3 | 6% | .

Compound profiles, as listed above. Order of values: SNCA expr inh	HEK cytotox	GPT2 inh	Luciferase inh	IP6K1 inh	SNCA viab count	NIH3T3 tox
Results for COc1ccc2c(c1)OC[C@]1(O)c3cc4c(cc3O[C@H]21)OCO4 → .	.	i	.	-16	-4%	.
Results for CCOc1cc(OCC)c(C(=O)CCC(=O)O)cc1OCC → 34%[25.6 µM]	.	i	.	11	-2%[23.9 µM]	.
Results for CC(C)CN1C(=O)CO[C@H](c2ccc(NC(=O)c3ccc(C(F)(F)F)cc3)cc2)[C@H]1CO → 5%	?	-7%	45µM*	3	-14%	?

Following part
SMILES | SNCA expr inh | HEK cytotox | GPT2 inh | Luciferase inh | IP6K1 inh | SNCA viab count | NIH3T3 tox
COCc1ncc(C)n1CCNC(=O)c1cc(-c2cccc(Cl)c2)n[nH]1 | 3% | -17% | i | -9% | -9 | 1% | -16%
COc1ccc(OC)c(NC(=O)Cn2c(N3CCc4ccccc4C3)nc(C)cc2=O)c1 | ? | 32µM* | i | 3% | 22 | ? | 28µM*
CCc1cccc(C)c1NC(=O)C1CCN(S(=O)(=O)c2cc(Br)cc3c2N(C(C)=O)CC3)CC1 | 11% | . | . | . | 17 | 4% | .
CCOc1ccc(-c2oc3ccc(C)cc3c(=O)c2O)cc1 | -9% | . | . | . | 4 | -2% | .
COc1cccc(C(=O)N2CCC(c3n[nH]c(=O)n3-c3ccc(C)cc3)CC2)c1 | -2% | -6% | i | -4% | 6 | 4% | 35µM*
O=C(NCC(F)(F)F)c1cc(-c2cccc(C(F)(F)F)c2)c2cccn2n1 | -25% | 35µM* | i | . | 3 | -4% | ?

Some of these compounds in order of count of non-hydrogen atoms, lowest first.
SMILES | SNCA expr inh | HEK cytotox | GPT2 inh | Luciferase inh | IP6K1 inh | SNCA viab count | NIH3T3 tox
CCOc1ccc(-c2oc3ccc(C)cc3c(=O)c2O)cc1 | -9% | . | . | . | 4 | -2% | .
COCc1ncc(C)n1CCNC(=O)c1cc(-c2cccc(Cl)c2)n[nH]1 | 3% | -17% | i | -9% | -9 | 1% | -16%
O=C(NCC(F)(F)F)c1cc(-c2cccc(C(F)(F)F)c2)c2cccn2n1 | -25% | 35µM* | i | . | 3 | -4% | ?
COc1ccc(OC)c(NC(=O)Cn2c(N3CCc4ccccc4C3)nc(C)cc2=O)c1 | ? | 32µM* | i | 3% | 22 | ? | 28µM*
